Screening data from PubChem.
NS5 inhibitors: flavivirus cap methylation enzyme inhibition – biochemical, confirmation dose response, primary screen (AID 588689) | Dengue-2 NS5 methyltransferase capping enzyme assay, biochemical; higher % means a stronger effect | inhibition, % at 25 µM; hits with a dose series show IC50 in µM | hit rate 0.3% among 340,000; in the data active means a potency from the dose series; inconclusive means inhibition above about 29% without an active follow-up result
K1F lysis inhibition: protection from phage-mediated lysis, alamar blue read-out – E. coli UTI89, K1F phage, bacterial capsule biogenesis inhibitors (AID 488966); E. coli UTI89 K1F phage lysis, alamar blue, 2 h; higher % means a stronger effect; inhibition, % at 100 µM; hits with a dose series show IC50 in µM; hit rate 0.02% among 340,000;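 active means phage lysis inhibition, versus mean bacterial control, above a set limit; inconclusive means no clear call, values can overlap the other calls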;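 further: capsule biogenesis inhibitors block K1F phage lysis so surviving cells raise fluorescence; higher fluorescence means more inhibition of phage lysis; actives were called in the ten point dose series up to 300 µM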
AID2073: inhibitors of Mint1-CaV2.2 protein interaction, biochemical, HTRF (AID 2073). HTRF protein-protein interaction, Mint1-CaV2.2; higher % means a stronger effect. inhibition, % at 20 µM; hits with a dose series show IC50 in µM. hit rate 0.19% among 290,000; in the data active means inhibition mostly above about 51%, no sharp cut-off; inconclusive means no clear call, values can overlap the other calls; inactive means mostly below about 53%; further: some results filed as inactive read as strong as hits
Siah-1 displacement: blockers of Siah-1 interaction with plectin peptide – biochemical, fluorescence polarization, rhodamine-plectin, uHTS, primary screen (AID 1817); Siah-1 / rhodamine-plectin peptide fluorescence polarization; higher % means a stronger effect; displacement, % at 20 µM; hits with a dose series show IC50 in µM; hit rate 0.02% among 290,000;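 active means displacement of at least 50% at 20 µM, with a fluorescence ratio check between 0.3 and a set limit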;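 further: plate controls were Siah plus tracer with DMSO for no effect and tracer alone without Siah for full effect; strong numbers were not always called active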
NTR1 agonist: agonists of NTR1, primary screen, imaging, U2OS cells, beta-arrestin-GFP, high content (AID 493036); NTR1-U2OS beta-arrestin-GFP spot imaging, agonist mode; activation, % at 20 µM; hit rate 0.17% among 330,000;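 active means activation at or above 40% of the spot to cytoplasm intensity ratio, with at least 20 cells analyzed; inconclusive means wells under 20 cells, flagged as cytotoxic or low count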;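 further: 0% = DMSO without peptide and 100% = 100 nM NTR1 peptide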
Target sequence (P30989 whole entry, looked up): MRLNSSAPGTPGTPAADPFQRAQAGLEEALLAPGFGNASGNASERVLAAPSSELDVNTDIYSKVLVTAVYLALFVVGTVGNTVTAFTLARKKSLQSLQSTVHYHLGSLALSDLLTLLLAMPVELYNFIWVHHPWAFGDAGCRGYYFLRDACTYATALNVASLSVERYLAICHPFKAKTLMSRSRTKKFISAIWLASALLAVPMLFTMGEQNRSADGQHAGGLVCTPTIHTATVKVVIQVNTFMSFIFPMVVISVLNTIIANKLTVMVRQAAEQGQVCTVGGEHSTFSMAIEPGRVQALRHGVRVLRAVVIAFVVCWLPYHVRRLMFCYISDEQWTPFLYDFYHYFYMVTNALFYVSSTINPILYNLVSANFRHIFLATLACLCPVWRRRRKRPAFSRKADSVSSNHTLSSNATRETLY
GPR35 arrestin U2OS: GPR35 antagonists blocking zaprinast-driven arrestin recruitment, primary screen, imaging, U2OS, beta-arrestin-GFP, zaprinast agonist (AID 2058); U2OS GPR35 beta-arrestin-GFP translocation imaging, zaprinast antagonism; higher % means a stronger effect; one-dose inhibition, % at 10 µM; IC50 in µM for titrated hits; hit rate 0.052% among 290,000;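 active means inhibition of at least 50% with at least 30 cells and total cytoplasm GFP at most 10,000,000; inconclusive means under 30 cells or total GFP of 10,000,000 plus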
GPR55 activation: GPR55 agonists via beta-arrestin recruitment, primary screen, imaging, U2OS cells, beta-arrestin-GFP redistribution (AID 1961) | U2OS GPR55 beta-arrestin-GFP redistribution imaging; higher % means a stronger effect | activation, % at 10 µM; hits with a dose series show EC50 in µM | hit rate 0.048% among 290,000;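 active means activation above 40% with more than 50 cells counted in the well; inconclusive means wells holding fewer than 50 cells, flagged as toxic or sparse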;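 further: U2OS osteosarcoma cells stably expressing GPR55 and beta-arrestin-GFP; plate controls were DMSO negative control for no effect and LPI positive control for full effect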
HIV fusion peptide: inhibitors of HIV fusion peptide binding, primary screen, biochemical, uHTS, fluorescence dequenching (AID 1986). hit rate 0.3% among 290,000. cell-free peptide binding, fluorescence dequenching, 30 min; higher % means a stronger effect. inhibition, % at 20 µM; hits with a dose series show IC50 in µM; in the data active means inhibition mostly above about 52%, no sharp cut-off; inactive means mostly below about 76%; further: some results filed as inactive read as strong as hits
GPR55 LPI antagonism: GPR55 antagonists blocking LPI-driven arrestin recruitment, primary screen, imaging, U2OS, beta-arrestin-GFP, LPI agonist (AID 2013) | U2OS GPR55 beta-arrestin-GFP translocation imaging, LPI antagonism; higher % means a stronger effect | hit rate 0.13% among 290,000 | inhibition, % at 10 µM, or IC50 in µM where a hit was titrated;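 active means spots per cell inhibited over 60%, with over 100 cells counted and total cytoplasm intensity under 500,000; inconclusive means wells with under 100 cells, flagged as likely toxic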;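 further: U2OS cells stably carrying GPR55 and arrestin-GFP stimulated by 5 µM LPI near EC80; imaged beta-arrestin-GFP aggregate spots per cell after agonist stimulation; plate controls were LPI-stimulated DMSO wells for no effect and DMSO wells without LPI for full effect; some results filed as inactive read as strong as hits; confirmed hits need IC50 under 10 µM and bright autofluorescent wells are also inconclusive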
NTR1 agonist cell count 20 µM: recorded beside NTR1 agonist, whose call it bears; cell count; measured here: cell count, cytotoxicity flag
NS5 inhibitors pilot replicate: further read-out of NS5 inhibitors, marked with its call; inhibition, %; measured here: pilot screen replicate inhibition
An asterisk follows results filed as active; ? = inconclusive; . = not tested or not shown; [ ] = dose if it differs, or a comment. Not a hit list, and some 1.2% of all compounds hit somewhere here.

SMILES | NS5 inhibitors | K1F lysis inhibition | AID2073 | Siah-1 displacement | NTR1 agonist | NTR1 agonist cell count 20 µM | GPR35 arrestin U2OS | GPR55 activation | HIV fusion peptide | GPR55 LPI antagonism | others
CC1CCC(NC(=O)CCN2C(=O)C3C4C=CC(C4)C3C2=O)CC1 (configuration not stated) | -8% | -0.2% | 10% | 2% | 1.0 | 47 | -1% | 1.0% | -0.1% | -8%
O=c1c2c([nH]c3ccccc13)CCC2 | -5% | 1.2% | 0% | 8% | -0.1 | 64 | 8% | -0.2% | -0.9% | 3%
O=C(c1ccccc1)c1cc(-c2ccccc2)on1 | 8% | 0.8% | -2% | 4% | -0.4 | 27 | 4% | 0.2% | -0.1% | -2%
O=C(Nc1nnc(SCc2ccccc2)s1)c1cc2c(s1)CCCC2 | 1% | 0.4% | 16% | -6% | 5.1 | 53 | -2% | -0.1% | 0.0% | -2%
COc1ccc(N(CC(=O)NCc2ccco2)S(C)(=O)=O)cc1 | -5% | 2.2% | 3% | 0% | 0.5 | 56 | 6% | 0.1% | 4.1% | 9%
Cc1cc(OCc2nc(-c3cccs3)no2)cc(C)c1Cl | -5% | 0.2% | 4% | 4% | -2.6 | 60 | 15% | -0.1% | -0.9% | -7%
O=S(=O)(NCCc1ccncc1)c1ccc(Br)cc1 | -8% | 0.5% | 1% | 0% | -0.5 | 70 | 1% | -0.1% | 0.8% | 11% | NS5 inhibitors pilot replicate=1.4
O=C1CCCN1c1ncc(S(=O)(=O)c2ccc([N+](=O)[O-])cc2)s1 | -2% | 0.4% | 11% | 1% | 3.6 | 70 | 2% | -0.2% | 0.3% | -7%
O=C1C2C(c3ccccc3)=NN(c3ccccc3)C2C(=O)N1c1ccccc1 (configuration not stated) | -6% | -1.2% | 44% | -3% | 0.1 | 60 | -12% | 0.2% | 1.9% | 13%
COc1cc(NC(=O)CSc2nnc3c(C)cc4cc(C)cc(C)c4n23)c(C(=O)O)cc1OC | -2% | -1.0% | -15% | -4% | 0.0 | 91 | 1% | -0.1% | -0.7% | -7%
O=C(Nc1cccc2ncccc12)C(Cl)(Cl)Cl | -1% | 6.4% | -4% | -1% | 0.1 | 52 | 6% | -0.2% | -5.3% | -8%
N#Cc1cccc(CS(=O)(=O)c2ccc(Cl)cc2)c1 | 1% | 0.1% | 7% | -6% | -0.7 | 81 | -9% | -0.1% | 0.2% | -2%
COC(=O)C(Cc1ccc(OC(=O)c2ccc(Cl)cc2)cc1)N1Cc2ccccc2C1=O (configuration not stated) | 4% | 0.9% | -7% | -2% | 6.1 | 51 | 11% | 0.0% | -1.4% | 1%
Cc1cc(OCC(=O)N2CCN(c3ncccn3)CC2)ccc1Cl | -5% | 3.7%[50 µM] | -5% | 6% | -0.5 | 79 | 22% | 0.3% | 0.2% | 11%
Nn1c(SCc2ccccc2F)nnc1-c1ccccn1 | . | . | -1% | 14% | 1.0 | 41 | -1% | 0.3% | -1.5% | 0%
Cc1c[n+]([O-])n(-c2ccc(C(=O)O)cc2)n1 | 5% | 1.2% | -9% | -4% | 0.4 | 41 | 0% | -0.1% | 0.2% | -4%
O=c1c(Cl)c(NCCO)ncn1-c1ccccc1 | -5% | 0.0% | 4% | 4% | -1.0 | 88 | 3% | 0.3% | -2.2% | -3%
CC(=O)NC(NC(=S)Nc1ccccc1Br)C(Cl)(Cl)Cl (configuration not stated) | -6% | -0.2% | 28% | 3% | -0.1 | 44 | -4% | -0.2% | 1.4% | 10%
COc1ccc(N2CCN(CC(=O)Nc3cc(C)on3)CC2)cc1 | -3% | -0.1%[50 µM] | -11% | 6% | 0.4 | 60 | 1% | -0.2% | -0.4% | 0%
CCOc1ccc(C2C(C(=O)C3CC3)N3C=C(C#N)C=CC3C2(C#N)C#N)cc1 (configuration not stated) | . | . | 1% | 2% | -1.7 | 78 | -12% | 0.0% | 2.4% | 20%
COc1ccc(Cl)cc1NC(=O)c1cc(S(=O)(=O)N2CCCC2)cn1C | -1% | 1.1% | 4% | -6% | 7.2 | 47 | -11% | -0.1% | -1.4% | -6%
O=C(NCc1ccccc1)C1CCCN1S(=O)(=O)c1cccc2cccnc12 (configuration not stated) | -7% | -1.0% | 39% | -4% | 2.0 | 78 | -8% | -0.1% | 0.9% | 1%
Cc1cc(N2CCN(C)CC2)nc2ccc(NC(=O)CCC(=O)NCCC(C)C)cc12 | 3% | 0.0% | 0% | -6% | 2.4 | 60 | 11% | -0.3% | 3.4% | 0%
CC(CCc1ccccc1)NC(=O)CCCCCNc1nc(=S)[nH]c2ccccc12 (configuration not stated) | . | . | -21% | 7% | 3.4 | 70 | -18% | 0.1% | -1.9% | 6%
CN(C)C(CNS(=O)(=O)c1ccc(Cl)cc1)c1cccnc1 (configuration not stated) | -6% | -0.7% | 8% | 0% | -1.6 | 55 | -8% | 0.4% | 2.7% | -2%
CCn1c(SCC(=O)N2CCCC2)nnc1-c1ccc(N)cc1 | -7% | -0.1% | -10% | -4% | 0.2 | 57 | -3% | -0.2% | -5.4% | 4%
O=C(CN1CCN(Cc2ccccc2)CC1)N1CCCc2c1c(=O)oc1ccc(O)cc21 | -6% | -0.1% | 12% | 7% | . | . | 4% | 0.3% | -1.2% | 0%
CCCc1c(O)nc(SCC(=O)NCCc2ccc(OC)c(OC)c2)[nH]c1=O | -1% | 0.1% | -7% | 0% | 0.8 | 61 | -12% | -0.1% | 1.2% | 12%
CCN(CC)C(=O)c1ccccc1NC(=O)CN1C(=O)c2ccccc2C1=O | -7% | 0.7% | -6% | -1% | 3.2 | 73 | -4% | 0.2% | -0.1% | 8%
CCc1nc(Nc2ccccc2)c2oc3ccccc3c2n1 | -5% | 0.7% | 21% | 6% | 0.9 | 109 | 4% | -0.1% | -0.8% | 9% | NS5 inhibitors pilot replicate=-5.3
COc1ccc(NC(=O)c2cc(-c3ccc4c(c3)OCO4)on2)cc1OC | -2% | 0.4% | 19% | 0% | 2.1 | 48 | 12% | -0.2% | -0.6% | -12%
Cc1cc2nc(-c3ccc(SCC(=O)N4CCc5ccccc54)nc3)[nH]c2cc1C | 3% | -0.5% | 11% | -4% | -0.7 | 54 | -11% | -0.1% | 11% | 9%
CNC(=O)/C=C1\NC(C)(C)Cc2ccccc21 | -1% | 0.0% | ? | 3% | 2.0 | 48 | -3% | -0.1% | 0.1% | -8%
COC(CNC(=O)c1cc(C)nn1-c1ccccc1)OC | -2% | 0.0% | -5% | 0% | -1.2 | 80 | -3% | -0.1% | 0.8% | -6%
CCCN1CCN(C(=S)Nc2ccc([N+](=O)[O-])cc2)CC1 | -4% | 1.4%[50 µM] | -16% | 3% | -0.2 | 67 | 11% | -0.3% | -0.5% | 2%
CCCn1c(C2CC(=O)N(c3ccc(C)cc3)C2)nc2ccccc21 (configuration not stated) | 2% | 0.1% | 2% | 2% | 0.2 | 91 | 18% | -0.1% | -1.2% | 13%
Nc1c(-c2ccc(Cl)cc2)cnc2c(-c3ccccc3)cnn12 | 0% | 0.2% | 18% | 10% | -1.0 | 107 | -2% | 0.0% | -0.2% | 16%
COC(=O)c1cn(C(=O)c2ccco2)c2ccccc12 | . | 0.2% | 0% | -1% | 0.4 | 62 | -2% | -0.3% | 17% | 4%
Cc1ccccc1C(=O)NC(=S)Nc1ccc(N2CCN(C(=O)c3ccccc3)CC2)cc1 | -8% | 0.1% | -7% | -1% | 2.6 | 61 | 3% | -0.1% | 1.6% | -4%
O=C1C2C3C=CC(C2C(=O)N1c1cccc(O)c1)C1C2C(=O)N(c4cccc(O)c4)C(=O)C2C31 (configuration not stated) | -5% | -0.5% | 5% | -7% | 3.5 | 33 | 2% | 0.1% | 3.5% | 11%
O=c1c2ccccc2c(-c2ccc(O)cc2)nn1-c1cccc(C(F)(F)F)c1 | -6% | 0.2% | 21% | 12% | 13 | 51 | 16% | 0.1% | -0.2% | -10%
COc1cc(NC(=O)c2cnn3c(C(F)F)cc(C4CC4)nc23)c(OC)cc1Cl | -4% | -1.0%[50 µM] | 18% | 12% | 1.7 | 57 | -12% | -0.2% | -0.3% | 15%
Cc1nn(-c2ccccc2)c2c1C(c1ccc([N+](=O)[O-])cc1)C(C#N)=C(N)O2 (configuration not stated) | 26% | 0.1% | -10% | 1% | 0.7 | 78 | 8% | 0.1% | 5.2% | 4%
COc1ccc(/C=C/C(=O)NC(=S)N2CCSCC2)cc1 | 4% | 0.0% | 1% | 0% | 0.2 | 55 | -16% | -0.1% | 2.8% | -5%
O=S(=O)(CCc1nc2ccccc2[nH]1)c1ccc(Cl)cc1 | 9% | 0.3% | -2% | 0% | 1.0 | 92 | -8% | 1.1% | 2.2% | 0%
Cc1nc2ccccc2c(=O)n1NC(=O)Cc1ccc([N+](=O)[O-])cc1 | -2% | -0.2% | -3% | -7% | -1.3 | 112 | 9% | 0.4% | -1.6% | 0%
CCOc1ncccc1C(=O)Nc1ccc(OC)c(S(=O)(=O)N2CCCCC2)c1 | -4% | 0.8% | 26% | -3% | 4.6 | 75 | 1% | 0.5% | -0.8% | -1%
COc1cccc(NC(=O)COc2nc3ccccc3nc2C)c1 | -3% | 1.2%[50 µM] | -4% | -6% | 2.5 | 68 | 5% | 0.1% | 2.4% | 8%
COC(=O)Cn1c2nc3ccccc3nc2c2cccc(C)c21 | -6% | -0.3%[50 µM] | 20% | 7% | 1.2 | 83 | -8% | 0.0% | -1.5% | 9%
CCOC(=O)N1CCC(N2C(=O)c3ccccc3C2Nc2cc(Cl)c(OC)cc2OC)CC1 (configuration not stated) | 2% | -0.6% | -10% | 3% | 2.8 | 58 | 6% | -0.1% | 0.3% | 5%
COC(=O)c1c(NC(=O)C(C)(C)C)csc1C | 0% | 1.0% | -10% | -2% | 0.6 | 46 | 4% | -0.2% | -0.9% | -14%
Cc1nc2ccc(Br)cn2c(=O)c1Cl | -7% | -0.3% | 15% | -4% | 1.6 | 83 | -6% | -0.3% | 2.7% | 2%
